# EPAC1 ag: agonists of human EPAC1 | EPAC1 agonist qHTS, biochemical assay; response scale: 100% = response to 6.5 mM cAMP | Potency, µM (doses to about 154 µM), for the others: at the top dose activation, most hits filed as activators | 0.073% of 360,000 active | AID 720707; also: potency is read from the fitted curve at half-maximal effect; nearly all actives have a fitted effect of over 60% in size
#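 EPAC1 100 nM, Rap1B–BODIPY-GDP 250 nM, unlabeled GDP 50 uM; compound titration; 5 min RT; kinetic read ex480/em540 at 5-min intervals ×30 min; data normalized to 6.5 mM cAMP agonist control.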
# EPAC1 antagonist: blocks human EPAC1 exchange factor; Potency, µM (highest dose often 115 µM), inactives show at the highest dose activity change, negative = inhibition, actives largely listed as inhibitors; O95398; 0.14% of 360,000 active; EPAC1 GEF assay, Rap1b-BODIPY-GDP exchange fluorescence;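 also: potency is read from the fitted curve at half-maximal effect; plate controls were vehicle for no effect and positive control for full effect; nearly all actives have a fitted effect of over 50% in size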
# IL2 activator: activators of IL-2; 0.065% of 360,000 active; IL-2 activation reporter assay, cell-based qHTS; stimulated with anti-CD3/CD4/CD28 beads; in transgenic mouse T cells; activation, % (series mostly up to about 46 µM); in the data active = activation above about 50%; inconclusive = mostly about 30% to 49%; also: 0% is about no effect
#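 Screening format: compound pinned onto unstimulated transgenic mouse T cells, 60 min incubation, then anti-CD3/anti-CD4/anti-CD28 bead stimulation for 18 hours at 37 degrees C, followed by EGFP and DsRed detection.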
# PLK1 PBD block: PLK1 (human) polo-box domain binding inhibition; Plk1 PBD binding of FITC phosphopeptide, fluorescence polarization; 2.8% of 360,000 active; Potency, µM, for inactives: max response, negative = inhibition, hits mostly inhibitors; P53350; AID 720504; also: potency is read from the fitted curve at half-maximal effect; series mostly up to about 57 µM; % is scaled to controls: 0 for no effect and ±100 for the full control effect; nearly all actives have a fitted effect of over 65% in size
# Target sequence (P53350 whole entry, looked up, the tested form may be a part): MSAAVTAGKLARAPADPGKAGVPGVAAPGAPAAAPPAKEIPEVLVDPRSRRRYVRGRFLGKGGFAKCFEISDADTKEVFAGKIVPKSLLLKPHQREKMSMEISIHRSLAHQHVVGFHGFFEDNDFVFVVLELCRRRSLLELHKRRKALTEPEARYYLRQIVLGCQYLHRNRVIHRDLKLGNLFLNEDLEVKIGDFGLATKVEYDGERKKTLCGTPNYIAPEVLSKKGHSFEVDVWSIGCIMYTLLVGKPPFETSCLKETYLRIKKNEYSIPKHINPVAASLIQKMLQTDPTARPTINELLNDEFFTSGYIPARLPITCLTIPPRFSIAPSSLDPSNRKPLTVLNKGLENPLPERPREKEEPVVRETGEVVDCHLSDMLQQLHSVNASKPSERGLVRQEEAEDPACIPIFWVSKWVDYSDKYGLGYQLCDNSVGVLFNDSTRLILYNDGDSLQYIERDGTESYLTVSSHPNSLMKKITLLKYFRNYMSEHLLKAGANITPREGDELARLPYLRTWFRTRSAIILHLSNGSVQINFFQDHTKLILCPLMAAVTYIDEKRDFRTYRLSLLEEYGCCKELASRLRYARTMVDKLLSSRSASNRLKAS
# PI5P4Ka inh: PI5P4K alpha (human) kinase inhibition; 1.2% of 330,000 active; AID 652105; max response, %; P48426; PI5P4Kalpha enzyme, ADP-Glo luminescence, 60 min; stronger effect = lower value; active = max response of -50% or lower; inconclusive = between -30% and -50%; inactive = -30% or higher; also: value at the top dose of about 77 µM; % is scaled to controls: 0 for no effect and ±100 for the full control effect
# Target sequence (P48426 whole entry, looked up): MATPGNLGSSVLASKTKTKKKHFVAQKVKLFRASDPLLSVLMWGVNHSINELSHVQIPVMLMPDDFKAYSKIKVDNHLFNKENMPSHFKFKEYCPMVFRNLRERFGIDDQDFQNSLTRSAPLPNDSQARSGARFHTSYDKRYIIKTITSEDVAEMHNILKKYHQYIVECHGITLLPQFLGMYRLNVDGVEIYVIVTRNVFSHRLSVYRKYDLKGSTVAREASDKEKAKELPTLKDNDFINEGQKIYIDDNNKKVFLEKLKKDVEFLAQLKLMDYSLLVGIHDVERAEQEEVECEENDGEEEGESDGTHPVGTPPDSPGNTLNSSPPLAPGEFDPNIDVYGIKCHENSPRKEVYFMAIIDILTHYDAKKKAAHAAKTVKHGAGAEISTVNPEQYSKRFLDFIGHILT
#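 qHTS, 1536-well: enzyme/substrate mix, compound by pin tool, 5 microM ATP final; RT 60 min; ADP-Glo reagents 1 (45 min) then 2 (30 min); luminescence.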
# FUS yeast rescue: FUS proteinopathy suppression in yeast | S. cerevisiae FUS-expressing, growth rescue, OD600, 24 h | Potency, µM (doses to about 76.6 µM), for inactives: at the top dose growth rescue (activation), most hits filed as activators | 0.24% of 390,000 active;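 also: potency is read from the fitted curve at half-maximal effect; plate controls were DMSO vehicle for no effect and reference control for full effect; nearly all actives have a fitted effect of over 55% in size; some results filed as inactive show a strong effect at the top dose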
#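 Steps: raffinose overnight preculture; dilution to OD 0.005 in 2% galactose minimal medium; compound addition (concentration series); 24hr at 30C, 99% humidity; absorbance read at 600 nm.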
# WRN inhibitor: inhibitors of human WRN helicase. Q14191. Potency, µM (doses to about 114 µM), inactives show top-dose activity change, negative = inhibition, most hits filed as inhibitors. WRN helicase unwinding, fluorescent forked duplex, kinetic. 0.46% of 360,000 active. AID 651768; also: potency is read from the fitted curve at half-maximal effect; % is scaled to controls: 0 for no effect and ±100 for the full control effect; nearly all actives have a fitted effect of over 55% in size
#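 Primary qHTS, 1536-well format. 20 nM WRN + compound, 15 min RT; start with 100 nM forked fluorophore/quencher duplex, 2 mM ATP (final); kinetic read ex 525/em 598 nm.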
# Abeta rescue: restores growth of yeast expressing A-beta42 peptide; yeast expressing A-beta42, growth rescue, OD600, 48 h; response scale: 0% DMSO, 100% iron-clioquinol control; Potency, µM (series often up to 46.1 µM), for the others: top-dose growth rescue, usual class: activators; 0.063% of 410,000 active; also: potency is read from the fitted curve at half-maximal effect; nearly all actives have a fitted effect of over 55% in size
#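 Growth rescue measured by 600 nm absorbance after 48 h yeast culture at 30 C with compound. Values normalized between DMSO and an equimolar ferric chloride plus clioquinol control.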
# An asterisk follows results filed as active; ? = inconclusive; . = not tested or not shown; [ ] = another dose, or the depositor's remark. Unless noted, calls follow the shape of the dose curve; as a rule, active = well fitted curve in the direction sought with a large enough effect; inconclusive = small, poorly fitted or top-dose-only effect, or another doubt; inactive = no such curve, though single readings can be large; an effect the other way counts as inactive or inconclusive.
# Screens in order – WRN inhibitor	EPAC1 antagonist	PLK1 PBD block	EPAC1 ag	FUS yeast rescue	PI5P4Ka inh	IL2 activator	Abeta rescue
- Cc1cc(Cl)ccc1OCC(=O)NNC(=O)c1cnccn1
 : -1%	5%	-10%	1%	4%	-6	2.5	?
- COc1ccc(OC)c(/C=N/NC(=O)CNC(=O)c2ccc(S(=O)(=O)N3CCCC3)cc2)c1
 : 3%	-14%	-13%	5%	22%	-5	0.8	-11%
- COc1ccc2c(c1OC)CN(C)CCc1cc3c(cc1C(=O)C2)OCO3
 : -3%	8%	-13%	5%	4%	-6	-0.6	-14%
- O=C1CCCCCN1CP(=O)(O)CCc1ccccc1
 : -6%[57.1 µM]	4%	-1%	7%	-1%	.	-1.8	17%
- CCN(C(=O)CSc1nnc(Cc2ccccc2F)n1N)C1CCS(=O)(=O)C1 (stereo unspecified)
 : 6%	2%	-3%	1%	-23%	-2	0.1	-7%
- O=C(c1ccco1)N1CCC(c2nc(-c3ccc(F)cc3)no2)CC1
 : 6%	4%	1%	1%	-2%	.	-2.5	10%
- Cc1ccc(C)c(N2CCN(C3CCCCC3NS(=O)(=O)c3ccccc3)CC2)c1 (stereo unspecified)
 : -11%	-20%	?	15%	3%	19	-3.5	7%
- Cc1cc(C)cc(-n2ncc3c2CCCC3NC(=O)CCN2Cc3ccccc3C2=O)c1 (stereo unspecified)
 : -7%	-4%	-3%	-8%	41%	-2	0.2	16%
- CCNC(=O)C1(C)CCCN(C(=O)c2ccc(C(F)(F)F)nc2C)C1 (stereo unspecified)
 : -2%	-9%	-9%	10%	5%	16	-0.6	-11%
- COCC1CCN(C(=O)CC2C(=O)NCCN2Cc2cccc(Oc3ccccc3)c2)CC1 (stereo unspecified)
 : -2%	15%	-1%	-10%	26%	1	0.2	13%
- Cc1cc[n+]2cc(-c3cccc([N+](=O)[O-])c3)c(-c3cccc([N+](=O)[O-])c3)cc2c1
 : -25%	16%	-4%	11%	.	4	-1.6	-12%
- Cc1ccc(CCC(=O)Nc2ccc([N+](=O)[O-])cc2Cl)o1
 : -14%	6%	-6%	-2%	-1%	-15	1.5	-2%
- CN(C)c1ccc(/C=N/N2CCN(Cc3ccccc3Cl)CC2)cc1
 : 7%	4%	-1%	7%	-22%	15	0.0	3%
- CCCc1nnc(NC(=S)Nc2ccccc2)s1
 : 1%	8%	-20%	-9%	0%	4	0.2	6%
- CCOc1ccc2nc(NC(=O)CSc3nc(SC)ns3)sc2c1
 : 3%	4%	-9%	-12%	.	8	0.1	7%
- Cn1cc(Cl)cc(C(=O)Nc2ccccc2)c1=O
 : -3%	-6%	-20%	4%	-29%	1	0.2	-6%
- CN(C)C(=O)Nc1cnc2ccccc2c1
 : 11%	7%	-5%	0%	-3%	-4	0.3	-10%
- CC1(C)c2cc(O)ccc2OC1N1CCOCC1 (stereo unspecified)
 : 1%	-15%	-6%	11%	15%	-1	-2.6	5%
- CCc1nnc(NC(=O)CSc2nc(-c3ccccc3)cc(-c3ccc(F)cc3)c2C#N)s1
 : 9%	-1%	-9%	5%	13%	.	-2.8	17%
- Cc1ccc(C)c(NC2=C(Cl)C(=O)OC2OC(C)C)c1 (stereo unspecified)
 : -1%	-17%	-13%	3%	-28%	-4	0.0	5%
- COc1ccc(CN2CCN(Cc3cccn3-c3ncccn3)CC2CCO)c(C)c1C (stereo unspecified)
 : 0%	-20%	-12%	3%	-18%	-7	-2.5	2%
- CC(=O)Nc1ccc(CC(=O)NCCC(c2ccccc2)c2ccccc2)cc1
 : -4%	-13%	-17%	11%	20%	-1	1.9	-2%
- COc1cccc(CN2C(=O)CCC2(C)C(=O)NC2CCCC2)c1 (stereo unspecified)
 : -12%	4%	-2%	-1%	-16%	2	4.2	6%
- CSCCC(NS(=O)(=O)c1ccc2c(c1)Cc1cc(S(=O)(=O)NC(CCSC)C(=O)O)ccc1-2)C(=O)O (stereo unspecified)
 : -20%[57.1 µM]	-19%	-1%	6%	-11%	1	-0.3	-4%
- CCc1nc2c(OCC(=O)C(C)(C)C)cccn2c1N(C)C(=O)CC(C)C
 : -3%	6%	-9%	-9%	-4%	6	-0.5	15%
- CCOC(=O)N1CCN(C(=O)CSc2nc3c([nH]c4ccccc43)c(=O)n2C)CC1
 : -6%	-3%	-2%	-6%	-24%	0	-2.7	-23%
- O=C(NCC1CCCO1)C1CCN(C2CCN(Cc3cccs3)CC2)CC1 (stereo unspecified)
 : -7%	17%	1%	-9%	-39%	0	-0.9	-7%
- O=C(NCCC1CCCCN1S(=O)(=O)c1ccccc1)C(=O)NCc1ccccc1F (stereo unspecified)
 : -19%	-28%	-4%	-5%	22%	-6	0.1	22%
- COc1ccc(C(CNC(=O)c2ccc(S(=O)(=O)N(C)C)cc2)N(C)C)cc1 (stereo unspecified)
 : 3%	-1%	-4%	3%	-1%	4	1.8	1%
- CN(C)c1ccccc1-c1csc(N2CCC(C(N)=O)CC2)n1
 : .	-5%	.	-9%	?	.	-2.3	-7%

# An excerpt from above in order of molar mass, descending.
# Screens in order – WRN inhibitor	EPAC1 antagonist	PLK1 PBD block	EPAC1 ag	FUS yeast rescue	PI5P4Ka inh	IL2 activator	Abeta rescue
- O=C(NCC1CCCO1)C1CCN(C2CCN(Cc3cccs3)CC2)CC1 (stereo unspecified)
 : -7%	17%	1%	-9%	-39%	0	-0.9	-7%
- CN(C)c1ccccc1-c1csc(N2CCC(C(N)=O)CC2)n1
 : .	-5%	.	-9%	?	.	-2.3	-7%
- Cc1ccc(C)c(NC2=C(Cl)C(=O)OC2OC(C)C)c1 (stereo unspecified)
 : -1%	-17%	-13%	3%	-28%	-4	0.0	5%
- Cn1cc(Cl)cc(C(=O)Nc2ccccc2)c1=O
 : -3%	-6%	-20%	4%	-29%	1	0.2	-6%

# The list continues:
# Screens in order – WRN inhibitor	EPAC1 antagonist	PLK1 PBD block	EPAC1 ag	FUS yeast rescue	PI5P4Ka inh	IL2 activator	Abeta rescue
- CCc1nc2ccc(C(=O)N3CCN(S(=O)(=O)CC)CC3)cn2c1N(CCC(C)C)CCN(C)C
 : -4%	-10%	-10%	5%	-15%	9	0.0	19%
- Nc1ccccc1NC1CCCCC1
 : 2%	-25%	-1%	9%	29%	-9	-0.5	15%
- CCc1ccccc1N(C(=O)c1ccco1)C(C(=O)NC1CCCC1)c1cccnc1 (stereo unspecified)
 : 3%	-27%	-12%	-7%	30%	-12	0.0	-6%
- CCCC(c1nnnn1Cc1cccs1)N1CCN(c2ccc(OC)cc2)CC1 (stereo unspecified)
 : -5%	-7%	-3%	5%	11%	2	0.0	2%
- CCOC(=O)N1CCN(C(=O)c2cn(-c3ccc(C)c(C)c3)c(=O)c3ccccc23)CC1
 : -4%	0%	-4%	0%	-9%	-1	-0.1	15%
- C[C@H](CO)N1C[C@H](C)[C@@H](CN(C)Cc2ccc(Cl)c(Cl)c2)Oc2c(NS(=O)(=O)c3ccc(F)cc3)cccc2C1=O
 : -2%	-23%	2%	-11%	?	1	-0.2	6%
- Cc1ccccc1C(=O)NC1CCN(C(=O)Nc2ccccc2Cl)CC1
 : 8%	-20%	-15%	-6%	-27%	2	-1.9	1%
- Cn1c(=O)c(=O)n(C)c2cc(S(=O)(=O)CCC(=O)N3CCOCC3)ccc21
 : 1%	-1%	27µM*	14%	-23%	-1	0.0	12%
- COc1ccc(-n2c(=S)[nH]c3cc(C(=O)NCCCN4CCOCC4)ccc3c2=O)cc1
 : 3%	-11%	-8%	11%	25%	0	-0.3	5%
- COc1ccc(N2CCN(C(=O)c3cccc(Br)c3)CC2)c([N+](=O)[O-])c1
 : -7%	-21%	27µM*	4%	44%	-16	-1.0	-25%
- COc1cccc(OC)c1NC(=O)CN1CCC(NC(=O)c2cccc(F)c2)CC1
 : 2%	5%	1%	1%	-9%	-2	-0.3	12%
- Cc1[nH]c2ccc(CNS(=O)(=O)c3ccc(S(=O)(=O)N4CCOCC4)cc3)cc2c1C
 : -11%	4%	2%	17%	?	.	7.2	23%
- Cc1nn(C)c(C)c1CN(C)C(=O)C1(C)CC1(Br)Br (stereo unspecified)
 : 5%	3%	-2%	6%	34%	-4	-3.0	28%
- Cc1ccc(NC(=O)COC(=O)c2ccc(CN3CCCC3=O)cc2)cc1C
 : 0%	10%	-2%	10%	25%	11	0.6	-7%
- COC(=O)Cc1[nH]nc2c1C(c1cc(OC)c(OC)c(OC)c1)C(C#N)=C(N)O2 (stereo unspecified)
 : -11%	-21%	?	3%	-5%	-1	-0.7	-4%
- COc1ccc(S(=O)(=O)Nc2ccc3c(c2)C(=O)N([C@H](C)CO)C[C@H](C)[C@@H](CN(C)C(=O)Nc2c(C)noc2C)OCCCC[C@H](C)O3)cc1
 : 7%	13%	-3%	-9%	43%	2	-1.3	14%
- Cc1ccc(/C(N)=N/OC(=O)Oc2ccccc2)cc1
 : 16%	12%	1%	-2%	-3%	0	-1.7	-11%
- Cc1ccc2[nH]c(=O)c(COC(=O)c3cccs3)cc2c1
 : -7%	-20%	-7%	10%	.	-5	0.2	-3%
- CC1CN(C(=O)c2ccc(Oc3ccccc3)cc2)CC(C)O1 (stereo unspecified)
 : -4%[57.1 µM]	-15%	-1%	3%	8%	3	1.9	13%
- CCc1ccc(NC(=O)C(C)OC(=O)c2ccc(-n3cnnn3)cc2)cc1 (stereo unspecified)
 : 4%	-26%	-10%	4%	-9%	-2	-2.0	-1%
- COc1ccc(/C=C/c2cc(C(F)(F)F)on2)cc1
 : -10%	-4%	-12%	6%	1%	9	0.5	4%
- Cc1ccc(NC(=O)CN2C(=O)COc3ccc(S(=O)(=O)N4CCOCC4)cc32)cc1F
 : -7%	-15%	-22%	4%	-5%	-2	8.6	13%
- CCOc1ccc(S(=O)(=O)Nc2ccc(C(=O)NCC(c3ccco3)N3CCCCC3)cc2)cc1 (stereo unspecified)
 : 0%	-7%	7%	6%	6%	-1	0.9	1%
- CN(C)S(=O)(=O)c1cccc(NC(=O)COC(=O)c2cc(=O)c3ccccc3o2)c1
 : 7%	-2%	-6%	-4%	-16%	-2	-0.1	3%
- Cc1[nH]c2ccccc2c1Cc1nnc(SCc2ccccc2)o1
 : 1%	-13%	4%	-21%	21%	2	-2.0	?
- O=C(Nc1ccc(N2CCOCC2)cc1N1CCOCC1)c1cccc([N+](=O)[O-])c1
 : -16%	6%	-3%	0%	.	-2	-2.2	-8%
- C=CCN1CCN(C(c2cc(OC)ccc2OC)c2nnnn2CC2CCCO2)CC1 (stereo unspecified)
 : 6%	2%	30µM*	2%	0%	0	-0.2	-2%
- Cc1c(Br)c([N+](=O)[O-])nn1C(C)C(=O)Nc1ccc2c(c1)OCO2 (stereo unspecified)
 : -18%	-1%	-6%	8%	6%	.	-2.2	18%
